GLD-1 TGE inh: GLD-1-TGE RNA interaction inhibition (C. elegans). Q17339. purified GLD-1 + fluorescein TGE RNA, fluorescence polarization. inhibition, % at 5.96 µM. hit rate 0.44% among 320,000;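 active means percent inhibition above a per-plate cutoff, the plate mean of test compounds plus 3 SD, cut at about 30% in these data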;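 further: 0% = DMSO wells with GLD-1 and probe and 100% = wells lacking GLD-1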
Target sequence (Q17339 whole entry, looked up): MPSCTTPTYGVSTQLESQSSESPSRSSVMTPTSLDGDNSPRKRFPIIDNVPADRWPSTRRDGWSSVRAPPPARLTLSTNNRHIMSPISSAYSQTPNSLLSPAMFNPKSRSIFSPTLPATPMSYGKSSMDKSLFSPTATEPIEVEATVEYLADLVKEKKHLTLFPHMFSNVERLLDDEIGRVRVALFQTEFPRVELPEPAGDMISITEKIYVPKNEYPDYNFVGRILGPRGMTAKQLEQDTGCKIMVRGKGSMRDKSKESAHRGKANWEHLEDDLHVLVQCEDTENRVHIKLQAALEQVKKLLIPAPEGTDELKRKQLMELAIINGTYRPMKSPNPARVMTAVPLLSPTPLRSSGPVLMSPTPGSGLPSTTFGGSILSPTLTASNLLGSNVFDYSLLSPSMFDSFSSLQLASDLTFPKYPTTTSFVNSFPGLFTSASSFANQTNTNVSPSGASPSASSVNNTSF
MCL1-BIM inh: disrupts human MCL1 binding to BIM-BH3 peptide. Q07820. hit rate 0.68% among 320,000. inhibition, % at 10.9 µM. GST-MCL1 / FITC-Bim-BH3 fluorescence polarization;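 active means inhibition above the mean inhibition of all tested compounds plus 3 SD, set per campaign, cut at about 40% in these data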;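 further: 0% = DMSO wells and 100% = unlabeled Bim-BH3 peptide control; higher means more loss of mP so more displacement of Bim peptide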
Target sequence (Q07820 whole entry, looked up): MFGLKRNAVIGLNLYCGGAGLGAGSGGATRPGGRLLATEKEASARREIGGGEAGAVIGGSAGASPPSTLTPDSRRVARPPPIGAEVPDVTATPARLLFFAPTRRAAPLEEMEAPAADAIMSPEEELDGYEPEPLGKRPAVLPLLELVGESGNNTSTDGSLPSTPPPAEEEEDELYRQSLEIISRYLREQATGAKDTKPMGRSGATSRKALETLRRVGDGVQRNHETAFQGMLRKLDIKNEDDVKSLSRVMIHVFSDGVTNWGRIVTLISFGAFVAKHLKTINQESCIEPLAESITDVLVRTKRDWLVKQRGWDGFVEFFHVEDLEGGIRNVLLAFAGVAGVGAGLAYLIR
BCLXL inh: blocks human Bcl-xL binding to Bim BH3 peptide | Q07817 | hit rate 0.7% among 320,000 | GST-Bcl-xL / FITC-Bim BH3 peptide fluorescence polarization | inhibition, % at 10.9 µM | AID 2129;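 active means inhibition above the mean of all tested compounds plus 3 SD, cutoff set per campaign, cut at about 30% in these data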;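 further: 0% = DMSO wells and 100% = unlabeled Bim-BH3 peptide competitor; inhibitors lower millipolarization by displacing the labeled peptide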
Target sequence (Q07817 whole entry, looked up): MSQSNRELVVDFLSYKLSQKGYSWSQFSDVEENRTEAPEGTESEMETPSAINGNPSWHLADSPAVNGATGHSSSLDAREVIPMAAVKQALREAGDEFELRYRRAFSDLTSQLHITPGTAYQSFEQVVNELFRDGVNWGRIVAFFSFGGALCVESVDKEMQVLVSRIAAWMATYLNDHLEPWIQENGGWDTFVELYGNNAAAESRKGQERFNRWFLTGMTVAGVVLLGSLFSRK
MEX-5 binding: C. elegans MEX-5 TCR-2 RNA binding activity. activity score (negative = inhibition of binding), % at 10 µM. MEX-5/FITC-TCR2 RNA binding, fluorescence polarization; stronger effect = lower value. hit rate 0.38% among 300,000;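 active means inhibition past about -25% in most replicates, and total fluorescence under double the plate's negative control median, limit read from the data; inconclusive means replicates evenly split on the limit, or fluorescence at least double controls; inactive means too little inhibition in most replicates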;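 further: 0% = DMSO and -100% = 5 µM competing unlabeled TCR2 RNA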
Fam108B inh: counter-screen for RBBP9 inhibitors: inhibitors of mouse Fam108B; inhibition, % at 9.51 µM; recombinant Fam108B, FP-Rh probe fluorescence polarization; AID 1947; hit rate 0.33% among 300,000;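 active means inhibition above the screen mean inhibition plus 3 SD, computed separately per campaign, cut at about 18% in these data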;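 further: inhibitors lower polarization as less probe binds the enzyme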
Efflux pump inh: blocks antifungal efflux pumps in multiplex yeast assay. S. cerevisiae Candida pump triplex, Nile Red efflux. hit rate 0.44% among 330,000. inhibition, % at 10 µM;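 active means plate passing quality check with inhibition over a set limit, or well fluorescence over plate mean plus 4 SD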;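 further: Nile Red retained in pooled yeast measured as flow cytometry median fluorescence; 0% = buffer negative control and 100% = Enniatin B positive control; higher means more Nile Red kept so more efflux inhibition; some compounds called inactive have numbers as strong as hits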
GRK2 inh: inhibitors of human GRK2 displacing RNA aptamer; P25098; bead flow cytometry, FAM-aptamer displacement from GRK2; inhibition of aptamer binding, % at 10 µM; hit rate 0.59% among 330,000;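 active means inhibition of aptamer binding above 40%, roughly 3 SD of noise, on plates passing a quality check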;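 further: median bead fluorescence of bound FAM aptamer so fluorescent compounds give negative values; no value below 0 was filed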
PME-1 inh: blocks human protein phosphatase methylesterase 1. recombinant PME-1, FP-Rh probe fluorescence polarization. inhibition, % at 5.9 µM. hit rate 0.53% among 320,000;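 active means inhibition above the campaign mean of all compounds plus 3 SD, cut at about 26% in these data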;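 further: competitive labeling of PME-1 active site by serine hydrolase directed probe; 0% = PME-1 with DMSO and 100% = wells lacking PME-1 enzyme; inhibitors block probe labeling so polarization falls and inhibition rises; many of its hits are not listed in these tables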
VLA-4 inh: inhibition in a human VLA-4 binding assay. P13612. VLA-4 expressing cells, ligand binding flow cytometry. inhibition, % (about 7 µM as worked out from the volumes in the protocol). hit rate 0.2% among 330,000; in the data active means inhibition above about 50%
* = called active by the depositor; ? = inconclusive; nt = no result given.

Structure	GLD-1 TGE inh	MCL1-BIM inh	BCLXL inh	MEX-5 binding	Fam108B inh	Efflux pump inh	GRK2 inh	PME-1 inh	VLA-4 inh
CC(=O)N1C(C(=O)O)CSC1c1cccc(C)c1 (stereo not drawn)	-4	6	7	0.8	-1	0.3	0	-10	-2
CCCCN1C(=O)C(NC(C)=O)c2cc(Br)ccc21 (stereo not drawn)	3	8	7	-1.5	2	0.1	1	0	-13
CCc1cc(Cn2nc(-c3ccccc3)cc2C(=O)NCc2cccc(Br)c2)on1	9	nt	nt	nt	nt	-0.3	3	nt	3
CCOc1ccc(CCNC(=O)C2CCC(=O)N2CCc2ccccc2)cc1OCC (stereo not drawn)	-2	-2	-2	nt	-1	0.1	0	1	-2
COCCOC(=O)C1=C(C)NC(=O)NC1c1ccc(OC(=O)c2ccco2)c(OC)c1 (stereo not drawn)	3	-3	0	-0.1	0	-0.1	3	-4	16
O=C(NCCC(=O)N1CCCC(C(F)(F)F)C1)c1ccccc1Cl (stereo not drawn)	-10	-3	0	-1.7	1	-0.2	0	1	8
Cc1nn(C)cc1/C=C/C(=O)c1cccs1	-6	-3	4	-0.3	0	-0.1	0	-3	9
O=C(COC(=O)Cc1ccccc1F)Nc1ccc2c(c1)OCCO2	-5	1	4	2.3	1	0.2	3	-1	14
Cc1ccc(/C=C/C(=O)N2CC(=O)Nc3ccccc32)o1	7	12	16	0.3	5	-0.2	0	3	-3
Cc1ccsc1C(=O)Nc1ccc(F)c([N+](=O)[O-])c1	-6	4	8	0.7	8	-0.1	3	2	-2
CN(C)S(=O)(=O)c1cc(C(=O)Nc2ccccc2C(=O)NC2CC2)ccc1Cl	4	-6	-7	nt	nt	0.3	10	-6	-16
O=C(Nc1ccc(Oc2cccnc2)cc1)C1CCN(Cc2ccc(F)cc2)CC1	-4	0	1	4.3	-3	0.4	0	-1	3
Cn1nc(C(F)(F)F)cc1-c1ccc(/C=C(\C#N)C(=O)c2ccccc2)s1	0	3	6	?	2	0.3	6	7	-3
CCOCCCNC(=S)Nc1ccc2nc(N3CCN(CC)CC3)cc(C)c2c1	7	5	7	2.3	-3	-0.1	0	5	2
CCn1c(COc2ccc(=O)n(-c3ccccc3)n2)nnc1SC	-7	-1	-2	2.4	2	-0.2	0	-2	1
O=C(c1ccc(CS(=O)Cc2ccc(Cl)cc2)o1)N1CCN(c2ccccn2)CC1 (stereo not drawn)	-4	-5	6	2.9	-1	0.2	2	-1	-15
O=C(NCC(=O)N(c1ccc2c(c1)OCO2)C(C(=O)NC1CCCC1)c1ccncc1)c1ccco1 (stereo not drawn)	1	4	7	-3.9	-2	0.3	5	0	-166
COc1ccc(OC)c(/C=N/NC(=O)CC(=O)NC2CCCCC2)c1	4	2	5	0.0	-2	0.0	0	0	-3
Cc1cc(Cl)ccc1OCCCC(=O)Nc1cccc(-n2cnnn2)c1	-1	-3	2	3.2	-4	-0.4	0	-8	-54
Cc1nnc(SCC(=O)Nc2ccc(C(N)=O)cc2)n1-c1ccccc1	-7	-9	0	-2.9	2	-0.3	0	-1	5
CC1=C(C(=O)OCc2ccc(C)cc2)C(c2ccc(O)c([N+](=O)[O-])c2)NC(=O)N1 (stereo not drawn)	1	0	0	2.1	-2	0.0	3	0	7
CC(C)C(Nc1ncnc2c1oc1ccccc12)C(=O)O (stereo not drawn)	1	1	4	0.4	-1	0.0	5	5	-11
CC(C)NC(=O)NC(=O)CSc1ccc(S(=O)(=O)N2CCCC2)cn1	4	3	-1	nt	nt	0.0	1	-7	-5
O=C(COc1cccc(Cl)c1Cl)Nc1ccc2c(c1)CCC2	0	-6	-5	-4.9	-2	0.1	0	-5	-3
CC1(C)Oc2ccc(C(=O)Nc3ccccc3F)cc2N(CC(=O)N2CCOCC2)C1=O	4	6	6	0.2	4	0.0	0	-6	6
CCOC(=O)NNc1ccc(C(F)(F)F)cn1	-1	0	3	3.9	-5	0.1	1	-6	12
COc1cccc2oc3cc(C#Cc4ccccn4)ccc3c(=O)c12	9	0	6	-7.4	-2	0.1	0	-7	20
COc1ccc(C2C(C#N)=C(N)Oc3c2ccc2cccnc32)cc1OC (stereo not drawn)	-9	0	1	0.3	-1	0.0	4	-2	3
CC(C)(C)c1ccc(C(=O)N/C(=C\c2ccco2)C(=O)Nc2ccccc2C(=O)O)cc1	0	12	14	1.9	-7	-0.2	3	-6	-3
O=C(NCCc1ccccc1F)C1CCCN(c2nc3ccccc3s2)C1 (stereo not drawn)	3	5	10	1.5	3	-0.1	4	4	5
CCOC(=O)C1C(C)=CC(=O)CC1c1ccco1 (stereo not drawn)	0	-3	0	-0.7	3	-0.1	0	-6	8
Nc1nc(Nc2ccccc2)sc1C(=O)c1ccccc1	0	0	5	1.7	0	-0.1	1	15	7
Cc1c(-n2c(O)c(C3=c4ccccc4=NC3=O)sc2=S)c(=O)n(-c2ccccc2)n1C	2	16	14	-1.6	-1	0.0	0	1	2
COC(=O)c1ccc(CN2CCCC(C(=O)Nc3cccc(-n4cccn4)c3)C2)cc1 (stereo not drawn)	6	4	4	nt	1	0.0	0	-4	0
CCOc1ccccc1NC(=O)CCn1cccc1	9	-1	0	-0.4	1	0.0	0	-2	27
CC1CCCN(C(=S)Nc2ccc(F)cc2)C1 (stereo not drawn)	4	10	-1	0.1	0	0.2	2	-1	20
Cc1cc(C)c2c(c1)/C(=N/NS(=O)(=O)c1ccc(Br)cc1)CCC2	5	2	0	-0.1	1	0.0	0	0	0
Cc1ccc(-c2nnn(CC(=O)N(CC(=O)NCc3ccccc3)c3cccc(C)c3C)n2)o1	-6	-1	2	3.5	-5	0.3	1	-3	2
CC(O)c1cccc(NC(=O)CC(c2ccccc2)c2ccccc2)c1 (stereo not drawn)	3	-5	0	-1.0	-4	-0.1	2	-9	0
CCOC(=O)c1oc2ccccc2c1CSc1nnnn1-c1ccc(OC)cc1	-9	-5	2	-0.8	1	0.0	2	-2	10
CCCc1c(NC(=O)Nc2ccc(Cl)cc2Cl)cnn1-c1ccccc1	2	3	8	3.3	-1	0.0	1	4	-1
O=C(COc1ccc(Cl)cc1)Nc1ccc(C(=O)NCc2cccnc2)cc1	11	13	5	0.8	0	-0.3	3	-29	28
CC1(NC(=O)c2cccc(S(=O)(=O)N3CCN(c4ccccc4)CC3)c2)CCS(=O)(=O)C1 (stereo not drawn)	-6	6	1	0.8	0	0.1	6	3	-4
Fc1ccc(/C=N/Nc2ccccn2)cc1	-3	-8	-1	-0.4	-3	0.1	0	5	-4
COc1ccc(NC(=O)C(=O)NCC(=O)Nc2cc(OC)ccc2OC)cc1	-9	11	6	-3.0	3	0.0	0	-2	9
Cc1cc(OCC(=O)Nc2ccc3oc(=O)ccc3c2)ccc1Cl	-2	-3	2	-0.7	-5	-0.1	0	-10	-1
S=C(NCC1CCCO1)Nc1ccccc1Cl (stereo not drawn)	7	10	8	3.0	2	0.0	0	-3	14
CC1(C)Oc2ccc3ccc(=O)oc3c2-c2cn[nH]c21	2	-21	-8	-1.2	-2	-0.1	0	-7	-10
OCCOCCn1c(C(CO)Nc2nc(-c3cccc(Br)c3)cs2)nc2ccccc21 (stereo not drawn)	3	0	-3	-3.4	1	-0.1	4	7	0
CC1CCN(CC(C)CNC(=O)c2cc(-c3ccccn3)nc3ccccc23)CC1 (stereo not drawn)	-1	3	2	-11	5	0.2	0	0	3
CC(=O)Nc1ccc2nc(-c3ccccc3)cn2c1	3	-1	7	-0.6	9	0.2	0	0	-17
CC(=O)N1CCOc2ccc(S(=O)(=O)N3CCC(C(=O)Nc4ccc(F)cc4)CC3)cc21	6	3	6	-2.2	1	0.3	2	0	8
CCc1nnc(NS(=O)(=O)c2ccc(N=Cc3c(C)[nH]n(-c4cccc(Cl)c4)c3=O)cc2)s1	-6	14	6	-0.6	1	-0.5	0	-6	-3
COc1cc(OC)cc(C(=O)NCc2n[nH]c(=S)n2-c2ccccc2OC)c1	1	-6	2	3.9	0	0.1	1	-2	4
O=S(=O)(NCc1ccccc1)c1cccc2nonc12	4	5	5	-2.1	-1	0.0	1	-3	6
O=C(COc1ccc(Cl)cc1Br)Nc1cccc(S(=O)(=O)N2CCCC2)c1	1	9	1	nt	nt	0.1	1	-13	10
O=C(CSc1ccccn1)N/N=C/c1cc([N+](=O)[O-])ccc1O	-3	9	5	-2.0	4	-0.2	0	4	-7
COc1cc2nc(Nc3ccc(F)cc3)nc(N)c2cc1OC	-1	10	10	-0.2	6	0.0	0	0	-3
CCOc1ccc(C(C(=O)NC2CCCC2)N(C(=O)c2snc(C(N)=O)c2N)C2CCCC2)cc1 (stereo not drawn)	2	-2	8	-0.3	-4	-0.4	1	-1	7
Cc1ccccc1NC(=O)c1nc2nccc(C)n2n1	2	-1	0	-1.4	-2	0.2	1	-2	-1

More entries
Structure	GLD-1 TGE inh	MCL1-BIM inh	BCLXL inh	MEX-5 binding	Fam108B inh	Efflux pump inh	GRK2 inh	PME-1 inh	VLA-4 inh
O=C(Cn1nc(Cc2ccncc2)c2ccccc2c1=O)Nc1cccnc1Cl	1	7	3	-2.0	-1	-0.1	2	8	-7
CC1=NNC(=O)C1CCC(=O)N/N=C/c1ccc(Cl)cc1Cl (stereo not drawn)	6	3	3	-0.3	-1	0.0	0	1	8
O=C(COC(=O)c1cc([N+](=O)[O-])ccc1Cl)NCCc1ccccc1	-1	6	-4	nt	nt	-0.1	0	0	10
Cc1ccc(S(=O)(=O)NC(=NC2CCCCC2)c2ccc(F)cc2)cc1	5	8	3	-1.0	2	0.0	0	3	5
COc1ccc(NS(=O)(=O)c2coc(C(N)=O)c2)cc1Cl	6	2	4	0.3	-1	-0.3	1	-1	-15
COc1cc(NC(=S)N2CCN(C)CC2)c(OC)cc1Cl	2	14	7	-0.2	2	-0.1	0	0	2
Cc1nc2ncnn2c(C)c1CCC(=O)N1CC(C)CC(C)C1 (stereo not drawn)	4	10	8	1.0	-1	0.0	0	1	34
Cc1cccc(C(=O)OCC(=O)NC2CCCCCCC2)c1	0	3	5	nt	nt	-0.1	0	7	-8
Cc1ccc(NC(=O)c2ccc(-n3cccn3)nc2)cc1	5	6	2	-1.6	-4	0.1	0	-1	4
CCOc1ccccc1NC(=O)CSc1nnc(CNC(=O)c2cc(OC)c(OC)c(OC)c2)o1	1	4	3	nt	0	0.0	2	4	0
Nc1c(S(=O)(=O)c2cccs2)c2nc3ccccc3nc2n1CCc1ccccc1	3	-6	5	-1.4	2	0.1	0	7	38
O=C(Nc1ccccc1)C1=C[C@@H](c2csc3ccccc23)C[C@@H](OCc2ccc(CO)cc2)O1	-1	2	7	2.2	-17	-0.1	0	-21	2
Cc1ccc(-c2nc3ccccn3c2C=O)cc1	-2	-2	3	-0.3	-4	0.0	0	-3	20
CSCCC(NC(=O)c1ccccc1)C(=O)N1CCN(C(c2ccccc2)c2ccccc2)CC1 (stereo not drawn)	-4	11	6	-0.4	0	1.2	4	0	23

Compound activity: PubChem, several laboratories

A portion of the library; the hit share may differ from the screen's.
